Bioassay records (PubChem)
EBNA-1 inh: blocks EBNA-1 binding to DNA; 0.34% of 300,000 active; inhibition, % at 14.8 µM; EBNA-1 DNA binding, fluorescence polarization; in the data active = inhibition above about 28%
pPAFAH inh: pPAFAH (human) enzyme inhibition; Q13093; recombinant pPAFAH, FP-rhodamine probe fluorescence polarization; inhibition, % at 3.39 µM; 1.5% of 330,000 active; AID 463082;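 active = inhibition above the mean inhibition across the screen plus 3 SD, cut at about 25% in these data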;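 note: inhibitors block binding of the rhodamine activity-based probe so polarization drops; 0% = enzyme with DMSO and 100% = wells lacking pPAFAH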
ZTA counter: counter-screen for EBNA-1 inhibitors: inhibitors of Epstein-Barr virus ZTA. P03206. 0.15% of 320,000 active. ZTA-DNA binding, fluorescence polarization. inhibition, % at 11 µM. AID 2234; in the data active = inhibition above about 33%
PAFAH1B3 FP inh: PAFAH1B3 (human) inhibition. Q15102. recombinant PAFAH1B3, FP-rhodamine probe, fluorescence polarization. inhibition, % at 3.39 µM. 0.28% of 340,000 active. AID 492972;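 active = inhibition above the screen-wide average of all tested compounds plus 3 SD, cut at about 25% in these data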;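 note: 0% = enzyme with DMSO only and 100% = wells lacking PAFAH1B3 protein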
Target sequence (Q15102 whole entry, looked up): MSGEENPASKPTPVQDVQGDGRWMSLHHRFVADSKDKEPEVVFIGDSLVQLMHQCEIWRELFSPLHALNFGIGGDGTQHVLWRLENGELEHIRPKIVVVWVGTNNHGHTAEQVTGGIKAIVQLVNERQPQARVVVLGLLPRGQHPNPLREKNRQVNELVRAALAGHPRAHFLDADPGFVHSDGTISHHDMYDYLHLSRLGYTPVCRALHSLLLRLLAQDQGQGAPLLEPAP
PAFAH1B2 FP inh: PAFAH1B2 (human) inhibition. P68402. recombinant PAFAH1B2, FP-rhodamine activity probe, fluorescence polarization. inhibition, % at 3.39 µM. 1.2% of 340,000 active;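 active = inhibition above the mean of all tested compounds plus 3 SD, cut at about 24% in these data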;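 note: 0% = enzyme with DMSO and 100% = wells lacking PAFAH1B2; many of its hits are not listed in these tables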
Target sequence (P68402 whole entry, looked up): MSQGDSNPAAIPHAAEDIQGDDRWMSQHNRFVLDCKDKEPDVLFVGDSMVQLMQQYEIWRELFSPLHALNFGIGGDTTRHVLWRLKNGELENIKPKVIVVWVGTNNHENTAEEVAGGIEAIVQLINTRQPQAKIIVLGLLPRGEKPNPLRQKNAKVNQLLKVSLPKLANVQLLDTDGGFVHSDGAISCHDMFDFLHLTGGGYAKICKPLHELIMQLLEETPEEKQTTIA
LYPLA1 counter: counter-screen for PME1 inhibitors: inhibitors of human LYPLA1; O75608; recombinant LYPLA1, FP-Rh probe fluorescence polarization; inhibition, % at 5.9 µM; 0.16% of 320,000 active; AID 2174;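 active = inhibition above the mean of all tested compounds plus 3 SD, set per campaign, cut at about 14% in these data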;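 note: inhibitors block serine hydrolase probe labeling of LYPLA1 so polarization falls; 0% = enzyme with DMSO and 100% = wells lacking LYPLA1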
Target sequence (O75608 whole entry, looked up): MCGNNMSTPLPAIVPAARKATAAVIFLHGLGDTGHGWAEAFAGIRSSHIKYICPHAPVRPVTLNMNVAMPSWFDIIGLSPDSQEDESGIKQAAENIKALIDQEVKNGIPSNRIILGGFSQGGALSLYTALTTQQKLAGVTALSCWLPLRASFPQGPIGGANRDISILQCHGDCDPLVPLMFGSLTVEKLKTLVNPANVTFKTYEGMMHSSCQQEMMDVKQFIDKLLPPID
PAFAH2 inh: inhibitors of human PAFAH2; recombinant PAFAH2, FP-rhodamine activity probe, fluorescence polarization; 0.99% of 340,000 active; inhibition, % at 3.39 µM; Q99487;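 active = inhibition above the mean over all tested compounds plus 3 SD, cut at about 30% in these data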;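 note: inhibitors block probe labeling of enzyme so polarization drops; 0% = enzyme with DMSO and 100% = wells lacking PAFAH2 protein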
PREPL inh: inhibits the human prolyl oligopeptidase-like enzyme; recombinant PREPL, fluorescence polarization activity-based probe; inhibition, % at 5.96 µM; Q4J6C6; 0.68% of 320,000 active; in the data active = inhibition above about 43%;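 note: 0% = enzyme with DMSO and 100% = wells lacking enzyme; many of its hits are not listed in these tables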
LYPLA2 inh: blocks human lysophospholipase 2, a PME1 counter-screen; O95372; recombinant LYPLA2, FP-Rh probe fluorescence polarization; inhibition, % at 5.9 µM; 0.38% of 320,000 active;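 active = inhibition above the screen-wide mean plus 3 SD, limit set per campaign, cut at about 26% in these data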;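 note: 0% = LYPLA2 with DMSO and 100% = wells lacking LYPLA2 enzyme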
Target sequence (O95372 whole entry, looked up): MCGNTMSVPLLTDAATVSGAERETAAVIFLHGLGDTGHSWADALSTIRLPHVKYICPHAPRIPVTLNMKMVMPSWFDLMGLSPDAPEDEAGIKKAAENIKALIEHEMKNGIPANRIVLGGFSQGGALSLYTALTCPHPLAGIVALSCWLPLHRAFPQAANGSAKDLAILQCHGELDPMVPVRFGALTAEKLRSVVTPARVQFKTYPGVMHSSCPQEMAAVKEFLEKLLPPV
Numbers without * were called inactive; . = no result given. An excerpt (hit frequency here may not be typical).

The opening 15 compounds, to show the layout:
SMILES	EBNA-1 inh	pPAFAH inh	ZTA counter	PAFAH1B3 FP inh	PAFAH1B2 FP inh	LYPLA1 counter	PAFAH2 inh	PREPL inh	LYPLA2 inh
CCOc1ccc(CC2S/C(=N/c3ccccn3)NC2=O)cc1 (centres undefined)	18	2	-4	-1	4	2	6	2	8
O=C(CSc1nnc(C2COc3ccccc3O2)o1)Nc1ccc(F)cc1Cl (centres undefined)	-16	2	1	-4	1	2	-5	6	-4
COCCOc1ccc(C(F)(F)F)cc1NC(=O)COC(=O)Cc1c[nH]c2ccccc12	.	7	2	-3	2	-5	-5	18	-1
Cc1ccc(NNC(=S)Nc2ccc(C(C)C)cc2)c(C)c1	5	4	17	1	7	0	0	-3	3
O=C(COn1nnc2ccc(Cl)cc21)NC12CC3CC(CC(C3)C1)C2	0	7	8	1	7	-4	6	4	-3
O=C(O)/C=C/c1cccc2c1OCCO2	-13	-2	-10	6	1	1	-7	-3	3
COc1cc(/C=C/C(=O)OCC(=O)N2CCC(C)CC2)ccc1OCC#N	.	0	12	9	1	4	42*	25	3
CCCN1CCN(S(=O)(=O)c2ccc3c(c2)OCCO3)CC1	-9	2	8	0	-3	1	-1	2	5
CCc1ccc(OCC(=O)c2c(O)c3ccccc3oc2=O)cc1	-10	1	-7	3	15	1	6	2	-1
CCOC(=O)CC(=O)CSc1ccc2nnc(-c3ccccc3)n2n1	-1	1	-2	-4	-3	-1	-2	16	-2
O=C(O)CCN1C(=O)/C(=C2\C(=O)N(Cc3ccc(F)cc3)c3ccccc32)SC1=S	-6	-1	9	7	11	1	1	-1	3
C/C(=C\[C@@H](NP(=O)(c1ccccc1)c1ccccc1)c1ccccc1)CO[Si](c1ccccc1)(c1ccccc1)C(C)(C)C	8	5	0	4	-2	2	-2	1	3
COc1ccc(C(=O)Nc2cc(C)cc(C)c2)cc1S(=O)(=O)N1CCOCC1	1	1	12	-1	2	-3	5	1	-6
O=C(COC(=O)c1cccs1)NCCN1C(=O)CSC1=O	-1	1	-5	2	2	5	-1	-7	9
O=C(/C=C/c1ccco1)NC(=S)Nc1cc(C(F)(F)F)ccc1N1CCOCC1	-3	24	-30	3	-1	-5	-1	5	10

Main list, from the start:
SMILES	EBNA-1 inh	pPAFAH inh	ZTA counter	PAFAH1B3 FP inh	PAFAH1B2 FP inh	LYPLA1 counter	PAFAH2 inh	PREPL inh	LYPLA2 inh
CCOc1ccc(CC2S/C(=N/c3ccccn3)NC2=O)cc1 (centres undefined)	18	2	-4	-1	4	2	6	2	8
O=C(CSc1nnc(C2COc3ccccc3O2)o1)Nc1ccc(F)cc1Cl (centres undefined)	-16	2	1	-4	1	2	-5	6	-4
COCCOc1ccc(C(F)(F)F)cc1NC(=O)COC(=O)Cc1c[nH]c2ccccc12	.	7	2	-3	2	-5	-5	18	-1
Cc1ccc(NNC(=S)Nc2ccc(C(C)C)cc2)c(C)c1	5	4	17	1	7	0	0	-3	3
O=C(COn1nnc2ccc(Cl)cc21)NC12CC3CC(CC(C3)C1)C2	0	7	8	1	7	-4	6	4	-3
O=C(O)/C=C/c1cccc2c1OCCO2	-13	-2	-10	6	1	1	-7	-3	3
COc1cc(/C=C/C(=O)OCC(=O)N2CCC(C)CC2)ccc1OCC#N	.	0	12	9	1	4	42*	25	3
CCCN1CCN(S(=O)(=O)c2ccc3c(c2)OCCO3)CC1	-9	2	8	0	-3	1	-1	2	5
CCc1ccc(OCC(=O)c2c(O)c3ccccc3oc2=O)cc1	-10	1	-7	3	15	1	6	2	-1
CCOC(=O)CC(=O)CSc1ccc2nnc(-c3ccccc3)n2n1	-1	1	-2	-4	-3	-1	-2	16	-2
O=C(O)CCN1C(=O)/C(=C2\C(=O)N(Cc3ccc(F)cc3)c3ccccc32)SC1=S	-6	-1	9	7	11	1	1	-1	3
C/C(=C\[C@@H](NP(=O)(c1ccccc1)c1ccccc1)c1ccccc1)CO[Si](c1ccccc1)(c1ccccc1)C(C)(C)C	8	5	0	4	-2	2	-2	1	3
COc1ccc(C(=O)Nc2cc(C)cc(C)c2)cc1S(=O)(=O)N1CCOCC1	1	1	12	-1	2	-3	5	1	-6
O=C(COC(=O)c1cccs1)NCCN1C(=O)CSC1=O	-1	1	-5	2	2	5	-1	-7	9
O=C(/C=C/c1ccco1)NC(=S)Nc1cc(C(F)(F)F)ccc1N1CCOCC1	-3	24	-30	3	-1	-5	-1	5	10
CCCN(Cc1nnc(-c2ccccc2Cl)o1)C(=O)c1cc2ccccc2o1	-10	-1	12	2	-2	-2	1	-11	-6
Clc1ccc(-n2nnnc2SCc2cn3ccccc3n2)cc1	-1	5	0	7	9	-1	0	-9	-1
Cc1ccc(S(=O)(=O)CCC(=O)OCC(=O)N2CCN(S(=O)(=O)c3ccccc3)CC2)cc1	1	14	2	3	7	1	5	18	5
O=CN/C=C/c1cc(O)ccc1O	-1	18	4	23	7	0	11	9	5
CCOC(=O)C1=C(C)N(C[C@@H]2CC[C@@H](Cc3ccc(-c4ccccc4)cc3)O2)C(=O)NC1c1ccc(-c2ccccc2)cc1 (some centres undefined)	.	4	.	-2	2	.	-4	.	.
CC(/C=N/n1cnnc1)=C\c1ccco1	-4	5	-20	-1	6	2	-3	8	5
COC(=O)CSc1nccc(-c2cccs2)n1	-1	3	2	2	3	3	3	4	5
CCOc1ccc(NC(=O)NNC(=O)c2ccc(CC)s2)cc1	-5	3	3	4	-1	-1	4	1	3
CCN(CC(=O)NCc1ccccn1)S(=O)(=O)c1ccc(Cl)cc1	-4	-5	0	11	1	-3	5	9	-3
CSc1ccc(CN2CCCN(C)CC2)cc1	-1	-2	16	12	4	0	-4	0	1

Additional structures.
SMILES	EBNA-1 inh	pPAFAH inh	ZTA counter	PAFAH1B3 FP inh	PAFAH1B2 FP inh	LYPLA1 counter	PAFAH2 inh	PREPL inh	LYPLA2 inh
CC(C)CC(=O)Nc1cccc(NC(=O)c2ccccc2Cl)c1	0	2	-3	1	0	3	-3	-12	-1
O=C(NC(Cc1ccccc1)C(=O)O)/C(=C/c1ccccc1)NC(=O)c1ccc(Br)o1 (centres undefined)	-6	0	-11	5	1	-4	-11	20	-4
CN(C)c1cccc(C(=O)n2cc(C(=O)c3cc(F)ccc3O)cn2)c1	-7	6	-14	6	3	3	0	-3	4
CCOc1ccc(S(=O)(=O)NN=C2CCN(C(C)=O)CC2)cc1	-4	4	0	2	3	-1	2	-41	-8
CCc1noc(C)c1C(=O)Nc1nc2c(F)cc(F)cc2s1	.	2	0	3	10	0	0	-19	0
Cc1ccc(-c2nc3ccccc3c(=O)n2-c2c(C)n(C)n(-c3ccccc3)c2=O)cc1	-10	1	-12	-13	-1	-1	0	1	3
Cc1cc(Cl)c(S(=O)(=O)Nc2ccon2)cc1OCC(=O)NC1CCCCC1	13	-3	9	0	6	0	-6	-4	-2
CCc1nnc(NC(=O)CCC(=O)NCC2CCCO2)s1 (centres undefined)	5	3	8	-4	-3	-2	3	2	-3
CCN(CC)c1ccc(/C=N\NC(N)=O)cc1	-5	5	2	4	0	3	-9	3	0
CC1CN(C(=O)COC(=O)c2ccc(S(=O)(=O)N(C)C)cc2)CC(C)O1 (centres undefined)	-1	1	-5	-3	0	3	5	-1	6
O=C(c1cc2ccccc2oc1=O)N(Cc1cccs1)Cc1ccccc1Cl	4	6	7	0	1	-7	-5	-14	-3
O=C(Cn1ncc2c1-c1ccccc1OC2)N1CCN(c2ccccn2)CC1	-4	2	-9	0	2	2	-7	3	2
COc1ccc(CNC(=O)C2CCN(S(=O)(=O)N3CCCCC3)CC2)c(OC)c1	-4	4	4	1	1	-3	4	15	-4
Nc1cccc(Nc2ncnc3ccccc23)c1	-6	3	24	-7	-5	-3	10	2	-1
CCOC(=O)c1nnc(-c2cccs2)nc1Oc1ccccc1C(=O)OC	-7	1	-1	6	3	1	9	-4	-6
COc1ccc(C(=O)NCc2nnc(SCC(=O)N3CCOCC3)o2)cc1	-8	1	-6	13	10	-1	6	4	5
O=C(NCCN1CCOCC1)C(=O)NCc1ccco1	-12	1	-7	1	4	0	5	-5	7
CC(=O)c1cccc(OCc2cc(C(=O)N(C)Cc3ccc(C)o3)no2)c1	-2	-1	3	-2	0	1	-1	6	-1
O=C(COC(=O)c1cccc(C(=O)OCC(=O)c2ccc(Br)cc2)n1)c1ccc(Br)cc1	-18	-1	-8	7	4	3	2	-5	1
C=C(C)C(=O)NNc1ccccc1	-11	1	-2	4	9	-3	2	20	0
COc1ccc(NC(=O)CC23CC4CC(C2)CC(n2nnc(C)n2)(C4)C3)cc1	2	6	8	-1	4	3	5	11	4
COc1cccc(Oc2ccc(S(=O)(=O)N3CCOCC3)cc2[N+](=O)[O-])c1	.	4	.	11	5	.	-2	13	.
CCn1cc(/C=N/NC(=O)c2ccc3c(c2)OCO3)c(C)n1	12	0	11	3	-6	-1	-2	-3	-4
CC(O)Cn1cnc2c1c(=O)n(C)c(=O)n2C (centres undefined)	-12	1	-1	1	-1	1	-8	9	1
O=C(O)COc1ccccc1/C=N/NC(=O)CSc1nnc(SCc2ccc(Cl)cc2)s1	-3	27*	-10	4	43*	-1	6	-17	-4

Remaining list, next part
SMILES	EBNA-1 inh	pPAFAH inh	ZTA counter	PAFAH1B3 FP inh	PAFAH1B2 FP inh	LYPLA1 counter	PAFAH2 inh	PREPL inh	LYPLA2 inh
Cn1c(=O)c2c(ncn2CC(=O)OCC(=O)NC2CCCc3ccccc32)n(C)c1=O (centres undefined)	0	3	-3	3	2	-1	0	-4	1
Cc1cccc(Cn2c(O)c(N=NC(=S)Nc3ccccc3F)c3ccccc32)c1	-11	-1	-7	5	5	0	8	2	2
CC(C)NC(=O)C1CCN(S(=O)(=O)c2ccc(N3CCCC3=O)cc2)CC1	-6	2	-13	5	6	2	-3	-2	-2
COc1ccc(CCC(=O)NNC(=O)c2ccc(F)cc2)cc1	1	0	7	-2	8	-1	5	-2	-2
Cc1cc(C)nc(SCC(=O)Nc2ncc3c(n2)CCCC3=O)n1	12	5	7	6	3	1	9	2	-1
C/C(=N\O)C(=O)NCCCNCCCN(C)C	-1	-3	12	11	1	-2	-1	-3	0
c1ccc(C(c2ccccn2)c2ccccn2)cc1	13	11	-3	6	1	4	-5	0	11
Cc1cc(-c2cc(-c3ccccc3)on2)nc(NC2CCCC2)n1	-3	2	-10	-5	-3	-7	-14	-3	-10
Cc1cccnc1CC(C)NC(=O)c1cc(COc2cncc(Cl)c2)on1 (centres undefined)	-7	0	-14	5	1	-1	7	0	9
O=C(c1ccc(S(=O)(=O)N2CCCCC2)cc1)N1CCN(CCN2C(=O)c3cccc4cccc(c34)C2=O)CC1	5	3	8	7	-2	20*	7	8	35*
CC(=O)NCC(=O)NC(C(=O)Nc1ccc2c(c1)OCCO2)c1ccccc1 (centres undefined)	-5	4	6	5	6	-1	-3	-1	3
C=CCc1cccc(/C=N/NC(=O)c2ccc3nc[nH]c3c2)c1O	8	-6	16	19	-1	-34	-13	-7	-51
COc1ccc(CNC(=S)N/N=C(/C)c2ccccc2)cc1	-11	-1	-18	.	.	1	.	-25	2

2 compounds drawn at random from the list so far, as already listed:
SMILES	EBNA-1 inh	pPAFAH inh	ZTA counter	PAFAH1B3 FP inh	PAFAH1B2 FP inh	LYPLA1 counter	PAFAH2 inh	PREPL inh	LYPLA2 inh
Cc1cc(C)nc(SCC(=O)Nc2ncc3c(n2)CCCC3=O)n1	12	5	7	6	3	1	9	2	-1
C/C(=N\O)C(=O)NCCCNCCCN(C)C	-1	-3	12	11	1	-2	-1	-3	0
